# PhoP GFP inhibition – PhoP regulon inhibitors, Salmonella typhi PhoP promoter GFP reporter, confirmatory (AID 1850) | Salmonella Typhi PhoP-promoter GFP reporter, fluorescence, 4 h; higher % means a stronger effect | inhibition, % at 50 µM; hits with a dose series show IC50 in µM | 0.33% of 310,000 active; in the data active = a potency from the dose series; inconclusive = inhibition mostly from about 25% at the one dose, without a potency; inactive = the rest, 99 in 100 with inhibition below about 19%;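 also: 0% = induced wells with vehicle and 100% = uninduced wells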
# inhibitors of VEEV – inhibitors of VEEV TC-83 cytopathic effect, confirmation, Vero cells (AID 588727); Vero cells, VEEV TC-83 cytopathic effect inhibition; higher % means a stronger effect; inhibition, % at 20 µM, or IC50 in µM where a hit was titrated; 0.13% of 350,000 active; in the data active = a potency from the dose series; inconclusive = inhibition mostly from about 14% at the one dose, without a potency; inactive = the rest, 99 in 100 with inhibition below about 12%; also: strong numbers were not always called active
# H37Rv inhibition – M. tuberculosis growth inhibition, HTS (AID 449762); M. tuberculosis H37Rv growth inhibition, 7H9 media; higher % means a stronger effect; inhibition, % at 25 µM; hits with a dose series show IC50 in µM; 0.59% of 330,000 active; in the data active = a potency from the dose series; inconclusive = inhibition above about 70% without an active follow-up result;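 also: bacterial growth assessed after seven days of incubation; strong numbers were not always called active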
# M. tuberculosis – growth inhibition of non-replicating M. tuberculosis (AID 488890). Mycobacterium tuberculosis non-replicating, growth inhibition; higher % means a stronger effect. inhibition, % at 25 µM; hits with a dose series show IC50 in µM. 0.39% of 320,000 active; in the data active = a potency from the dose series; inconclusive = inhibition mostly from about 82% at the one dose, without a potency; inactive = the rest, 99 in 100 with inhibition below about 76%;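 also: plate controls were DMSO cells for no effect and high antibiotic wells for full effect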
# influenza NS1A – H1N1 influenza NS1A inhibitors, functional cell based assay (AID 504329) | inhibition, % at 12.5 µM, or IC50 in µM where a hit was titrated | 0.3% of 340,000 active | NS1A functional cell-based assay, percent inhibition; higher % means a stronger effect; in the data active = a potency from the dose series; inconclusive = inhibition above about 27% without an active follow-up result; also: strong numbers were not always called active
# inhibitors of VEEV 10K pilot screen – second read-out of inhibitors of VEEV, no call of its own (marks repeat the call); inhibition, %; measured here: 10K pilot screen inhibition
# Numbers without * were called inactive; i = inactive; ? = inconclusive; . = not tested or not shown.
# Preview (5 entries):
SMILES,PhoP GFP inhibition,inhibitors of VEEV,H37Rv inhibition,M. tuberculosis,influenza NS1A,others
CCS(=O)(=O)N1CCN(c2ccc([N+](=O)[O-])c(NC(C)c3ccccc3)c2)CC1 (configuration not stated),-4%,7.0%,2%,3%,21%,
O=C(CC(=O)c1ccccc1)Nc1cccnc1Cl,-10%,1.1%,-2%,1%,-3%,
CN1CCN(C(=O)c2cc([N+](=O)[O-])cc([N+](=O)[O-])c2)CC1,-1%,i,1%,-22%,-14%,
O=C(c1ccccc1)n1c(=O)cc[nH]c1=O,-3%,i,1%,-6%,13%,
COc1ccc(/C=C/C(=O)Nc2ccccc2C(F)(F)F)cc1OC,-4%,i,-4%,-22%,-5%,

# Main list (from the top)
SMILES,PhoP GFP inhibition,inhibitors of VEEV,H37Rv inhibition,M. tuberculosis,influenza NS1A,others
CCS(=O)(=O)N1CCN(c2ccc([N+](=O)[O-])c(NC(C)c3ccccc3)c2)CC1 (configuration not stated),-4%,7.0%,2%,3%,21%,
O=C(CC(=O)c1ccccc1)Nc1cccnc1Cl,-10%,1.1%,-2%,1%,-3%,
CN1CCN(C(=O)c2cc([N+](=O)[O-])cc([N+](=O)[O-])c2)CC1,-1%,i,1%,-22%,-14%,
O=C(c1ccccc1)n1c(=O)cc[nH]c1=O,-3%,i,1%,-6%,13%,
COc1ccc(/C=C/C(=O)Nc2ccccc2C(F)(F)F)cc1OC,-4%,i,-4%,-22%,-5%,
NC(=O)C1CCN(C(=O)C2CCN(S(=O)(=O)c3ccccc3)CC2)CC1,1%,3.1%,-8%,-16%,-3%,inhibitors of VEEV 10K pilot screen=0.1
CCCCCN=CC1=C(O)CC(c2ccccc2)CC1=O (configuration not stated),-1%,4.1%,1%,-12%,-6%,
COc1ccc(C(CNC(=O)COc2ccccc2C)N2CCOCC2)cc1 (configuration not stated),3%,7.9%,-1%,10%,-4%,
CCCCCCSc1nsc(NC(C)=O)n1,3%,3.8%,5%,78%,6%,
c1ccc(CCNCCOc2ccccc2)cc1,-8%,i,5%,9%,-24%,
CCC1=CC(c2ccccc2)n2ncnc2N1 (configuration not stated),-2%,1.7%,-3%,0%,-3%,
S=c1[nH]nc(-c2ccccc2)n1Cc1ccccc1,3%,2.2%,-5%,-4%,6%,
Cc1ccc(CNC(=O)c2ccc(N3CCC4(CC3)CC(c3ccccc3)=NO4)c([N+](=O)[O-])c2)cc1,-1%,1.6%,-3%,11%,0%,
COC(=O)c1cccnc1NC(=S)NNC(=O)c1ccccc1,4%,3.8%,1%,-7%,-20%,
C[C@@H](C(=O)NCCc1ccccc1F)N1C(=O)N2CCc3c([nH]c4ccccc34)[C@@]2(C)C1=O,5%,2.4%,-4%,-1%,7%,
O=C1CCN(Cc2ccccc2)CCN1[C@H](CSc1ccccc1)c1ccccc1,-19%,0.0%,-3%,9%,-2%,
CCOC(=O)C1=C(CNCc2ccc(F)cc2)NC(=O)NC1c1cccc([N+](=O)[O-])c1 (configuration not stated),-23%,0.2%,7%,34%,-9%,
Cc1cc(NC(=O)CCC(=O)N(CC(=O)NCC2CCCO2)c2ccc(C)c(C)c2)no1 (configuration not stated),8%,i,2%,.,4%,
Cc1ccc(S(=O)(=O)N(CC#N)CC#N)cc1,11%,i,3%,-11%,-2%,
O=C(Nc1cccc(S(=O)(=O)N2CCOCC2)c1)c1ccc(Cl)c([N+](=O)[O-])c1,-2%,5.4%,-6%,1%,-5%,
Cc1cccc(N2CCN(CC(=O)Nc3nccs3)CC2)c1C,-9%,0.4%,16µM*,72%,-4%,
O=C(COc1ccccc1O)NCCN1CCOCC1,6%,i,-5%,-6%,3%,
O=C(Nc1ccc(S(=O)(=O)N2CCOCC2)cc1)c1cc(S(=O)(=O)N2CCOCC2)ccc1Cl,-6%,5.0%,-4%,-10%,1%,
CC1Sc2ccc(S(=O)(=O)NCc3ccccc3)cc2NC1=O (configuration not stated),8%,0.7%,7%,30%,-6%,
O=C(CN1CCN(c2ccc(F)cc2)CC1)Nc1ccccc1,-2%,1.3%,-2%,11%,-2%,
O=C(Nc1ccc(N2CCN(C(=O)c3ccccc3)CC2)cc1)c1ccc2c(c1)OCCO2,-3%,8.3%,2%,28%,-3%,
O=S(=O)(Nc1ccc(Br)cc1)c1cccc(NS(=O)(=O)c2cccs2)c1,.,3.4%,.,.,-1%,
O=C(Nc1cccc2ccccc12)NC1CCCc2ccccc21 (configuration not stated),-6%,i,0%,-4%,2%,
CCOc1ccc(N2CC(C(=O)NCc3nnnn3-c3ccc(C)c(C)c3)CC2=O)cc1 (configuration not stated),2%,1.8%,-1%,6%,-4%,
COC(=O)c1ccccc1N1C(=O)C2C(C1=O)[C@H]1C=C[C@@H]2C1 (some centres not stated),-3%,2.5%,-5%,-19%,1%,
CC1CN(S(=O)(=O)c2ccc(CN3C(=O)c4cccnc4C3=O)cc2)c2ccccc2O1 (configuration not stated),3%,1.8%,-2%,-24%,0%,
CCCCOc1cccc(C(=O)Nc2ccc(S(=O)(=O)Nc3cc(C)on3)cc2)c1,-5%,0.8%,-8%,0%,-13%,
COC(=O)C1=C(C)NC(=O)NC1c1c(O)ccc2ccccc12 (configuration not stated),-2%,0.5%,0%,10%,-8%,
C[C@H](CO)N1C[C@H](C)[C@@H](CN(C)C(=O)NC2CCCCC2)Oc2c(NC(=O)c3ccncc3)cccc2C1=O,.,i,-1%,6%,-6%,inhibitors of VEEV 10K pilot screen=0.0
Cc1ccccc1NC(=O)/C(C#N)=C/c1ccc[nH]1,-5%,1.9%,-5%,-6%,-10%,
COc1cc(OC)cc(C(=O)Nn2cc(C(=O)Nc3c(F)cccc3F)c3ccccc3c2=O)c1,-3%,i,2%,-5%,10%,
COc1ccc(-c2noc(N3CCCC(C(=O)Nc4ccc(F)cc4F)C3)n2)cc1 (configuration not stated),-1%,7.4%,0%,25%,-9%,
COc1ccc(C(=O)N2C(=S)NC(=O)/C2=C\c2ccc(C)cc2)cc1,3%,1.4%,1%,?,5%,
Fc1ccccc1Cc1noc(CN2CCC(OCc3cccnc3)CC2)n1,2%,1.2%,-9%,8%,.,
CC(C)(C)NC(=O)c1cccc(NC(=O)c2ccc(NC(=O)c3ccco3)cc2)c1,-6%,7.3%,1%,9%,12%,
COc1ccc(C(=O)/C=C2/C(=O)Nc3ccccc32)c(OC)c1,-6%,13%,?,?,2%,
O=C(Nc1ccccc1OCc1ccccc1)c1ccccc1Br,-1%,0.2%,13%,63%,-18%,
CCn1ccnc1C(O)c1cccc(OC)c1 (configuration not stated),15%,0.6%,-4%,-4%,2%,
O=C(NCc1cccnc1)c1cc([N+](=O)[O-])ccc1N1CCOCC1,5%,1.5%,-5%,-7%,11%,
COc1ccc(C(=O)NC(=S)N(C)C2CCCCC2)cc1,-8%,0.5%,54%,1%,-6%,
Cc1cc2c(cc1C)NC1(C(=O)Nc3ccccc31)C1=C(CC(C)(C)CC1=O)N2 (configuration not stated),0%,1.1%,-3%,-10%,0%,
COc1ccc(N2CCN(C(=O)CN3C(=O)C4CC=CCC4C3=O)CC2)cc1 (configuration not stated),2%,0.5%,4%,1%,2%,
CC(C)Cc1nnc(NC(=O)CSc2nc(O)c(Cc3ccccc3)c(=O)[nH]2)s1,-19%,1.4%,7%,13%,-12%,

# Quoted from the results shown (2 entries):
SMILES,PhoP GFP inhibition,inhibitors of VEEV,H37Rv inhibition,M. tuberculosis,influenza NS1A,others
COc1ccc(-c2noc(N3CCCC(C(=O)Nc4ccc(F)cc4F)C3)n2)cc1 (configuration not stated),-1%,7.4%,0%,25%,-9%,
COc1ccc(C(=O)N2C(=S)NC(=O)/C2=C\c2ccc(C)cc2)cc1,3%,1.4%,1%,?,5%,

# Following part:
SMILES,PhoP GFP inhibition,inhibitors of VEEV,H37Rv inhibition,M. tuberculosis,influenza NS1A,others
O=C(COC(=O)C1=COCCO1)Nc1cc(Cl)c(Cl)cc1Cl,.,2.6%,?,31%,13%,
Cc1ccc(-n2c(-c3ccccc3)c[n+]3c2CCc2ccccc2-3)c(C)c1,-7%,1.2%,4%,?,-2%,
Nc1c(C(=O)NC2CC2)c2nc3ccccc3nc2n1-c1ccc2c(c1)OCO2,-3%,1.9%,7%,16%,-17%,
O=C(NC(=S)NCCc1ccccn1)c1ccccc1,3%,0.5%,-5%,15%,-5%,
O=C(NCCSc1ccccn1)c1ccc(Cl)cc1Cl,17%,0.2%,-7%,18%,-1%,
C=CC[C@@H](CC(=O)N[C@H](CO)Cc1ccccc1)C(=O)N[C@@H](COC(=O)[C@H](CC=C)CC(=O)OC(C)(C)C)Cc1ccccc1,.,3.1%,6%,29%,2%,
Cc1cc(C)nc(SCC(=O)N/N=C/c2cc(C)n(-c3ccccc3C)c2C)n1,-1%,0.7%,5%,27%,6%,
CC(C)C(=O)N1CCN(c2ccccc2NC(=O)c2ccco2)CC1,-12%,1.6%,1%,-9%,-2%,
Fc1cccc(Cl)c1-c1nnc2ccc3ccccc3n12,-4%,i,3%,-2%,3%,inhibitors of VEEV 10K pilot screen=0.0
O=C(c1cc(S(=O)(=O)N2CCOCC2)ccc1Cl)N1CCC(Cc2ccccc2)CC1,-1%,7.3%,0%,2%,-3%,
CCOC(=O)[C@@H]1[C@H]2COc3cc(OC)ccc3[C@@H]2N2C(=O)N(c3cccc(F)c3)C(=O)[C@@]12C,7%,0.6%,-7%,1%,-2%,inhibitors of VEEV 10K pilot screen=0.1
COc1ccc(S(=O)(=O)N2CCOC2CNC(=O)C(=O)NCc2ccccn2)cc1 (configuration not stated),-3%,0.1%,-2%,-4%,-7%,
COc1ccc(-c2cc(C(=O)N3CCCC3)c3ccccc3n2)cc1,5%,1.1%,4%,6%,-2%,
CCOc1ccc(CCNC(=O)C2CCN(c3nnc(-n4cccc4)s3)CC2)cc1OCC,9%,7.7%,-10%,21%,1%,
CCCNC(=O)c1cnc(-c2ccccc2)nc1-c1ccccc1,3%,i,-1%,-4%,-40%,
Cc1cccc(N/N=C/c2ccccc2O)c1,0%,3.5%,47%,43%,-3%,
O=C(Cn1cnc2ccccc2c1=O)NCCCN1CCCC1=O,.,0.3%,-9%,-13%,3%,
COc1ccc2[nH]c3c(=O)n(Cc4ccc(C(=O)NCC5CCCO5)cc4)c(=S)[nH]c3c2c1 (configuration not stated),-1%,4.2%,2%,-9%,-2%,
O=C(N/N=C/c1cccc(O)c1)NC1CCCCC1,1%,3.6%,34%,3%,-8%,
Cc1cc(C(=O)COC(=O)c2ccccc2Br)c(C)n1CC1CCCO1 (configuration not stated),-3%,0.8%,2%,61%,10%,
Cc1ccc2nc(Cn3cc(C(F)(F)F)cc(Cl)c3=O)cc(=O)n2c1,5%,0.1%,-6%,-30%,-4%,
O=c1[nH]c(=O)n(-c2cccc(Cl)c2)c(O)c1/C=N/c1ccccn1,-7%,0.1%,-2%,13%,-8%,
Cc1ccc(-c2cc(C(F)(F)F)n3ncc(C(=O)NCc4ccco4)c3n2)cc1,2%,2.6%,1%,5%,-2%,
O=C(O)CC(CC(=O)NCC(O)c1ccccc1)c1ccccc1 (configuration not stated),1%,1.0%,-9%,-14%,-13%,
Cn1c2ccccc2c2nnc(SCc3ccc4nonc4c3)nc21,-7%,i,1%,-4%,-20%,
N#Cc1c(N)nc(SCC(=O)NC2CCCCC2)c(C#N)c1-c1ccc(Cl)cc1,5%,i,1%,-6%,11%,inhibitors of VEEV 10K pilot screen=0.1
Cc1cc(C)c(NS(=O)(=O)c2ccc(Cl)c(C(=O)O)c2)c(C)c1,-8%,0.3%,-7%,-11%,0%,
COc1ccc(-c2nn(-c3ccccc3)cc2C(=O)N(C)C)cc1,-9%,1.8%,2%,-12%,8%,
Cc1cc(C)c(S(=O)(=O)N/N=C/c2ccc([N+](=O)[O-])o2)c(C)c1,-1%,3.0%,?,?,-6%,
Cc1ccc(NC=C(S(=O)(=O)c2ccccc2)S(=O)(=O)c2ccccc2)c(C)c1,6%,0.6%,5%,-20%,10%,
COc1ccc(NS(=O)(=O)c2c(C)[nH]c(=O)[nH]c2=O)c(OC)c1,1%,0.2%,-3%,1%,-20%,
Cn1nnnc1SCC(=O)NC(=O)Cc1ccccc1,2%,0.7%,-18%,-23%,0%,
CN(c1ccccc1)S(=O)(=O)c1ccc(C(=O)NCc2ccccc2CN2CCCC2)cc1,.,2.9%,.,.,-6%,
COc1cccc(-c2ccc(NC(=O)C3CCCN(Cc4cnc(C)s4)C3)cc2)c1 (configuration not stated),-7%,2.0%,66%,20%,-7%,
CCN1CCN(c2ncnc3c2sc(=S)n3-c2ccccc2)CC1,-10%,i,1%,18%,-9%,
CCCc1cc(=O)oc2cc(OCC(=O)N3CCC(C(=O)O)(c4ccccc4)CC3)ccc12,-1%,i,-6%,-9%,3%,
